# Screening results as filed in PubChem.
# AID2073: disruptors of CaV2.2 binding to Mint1 – biochemical, HTRF (AID 2073). HTRF protein-protein interaction, Mint1-CaV2.2; higher % means a stronger effect. inhibition, % at 20 µM; hits with a dose series show IC50 in µM. actives 0.19% (n = 290,000); in the data active = inhibition mostly above about 51%, no sharp cut-off; also: some results filed as inactive read as strong as hits
# NOD2 inhibition: NOD2 signaling inhibitors, cell-based, luminescence, uHTS, HEK293 (AID 1566) | HEK293 NOD2/NF-kB luciferase reporter, luminescence; higher % means a stronger effect | inhibition, % at 4 µM; hits with a dose series show EC50 in µM | actives 0.63% (n = 290,000); also: many of its hits are not listed in these tables
# Yfh1-depleted yeast: mitochondrial function rescue without frataxin homolog – Friedreich's ataxia, plus single-dose screen, dose response (AID 1465); S. cerevisiae Yfh1-off respiration, WST-1 reduction, 72 h; higher fold induction means a stronger effect; fold induction at 50 µM, or EC50 in µM where a hit was titrated; actives 0.074% (n = 220,000);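 active = fold induction of absorbance versus untreated yeast above a set limit, then at least 30% activation at any dose in follow-up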;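 also: activators that raise dye reduction in frataxin-depleted yeast; strong numbers were not always called active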
# Dengue-2 NS5 capping: flavivirus cap methylation enzyme inhibition – biochemical, confirmation dose response, primary screen (AID 588689); Dengue-2 NS5 methyltransferase capping enzyme assay, biochemical; higher % means a stronger effect; inhibition, % at 25 µM; hits with a dose series show IC50 in µM; actives 0.3% (n = 340,000); in the data active = a potency from the dose series
# KOR beta-arrestin-1: KOR agonists, beta-arrestin recruitment, primary screen, cell-based, luminescence, uHTS (AID 1777) | KOR beta-arrestin recruitment, luminescence; higher % means a stronger effect | one-dose activation, % at 10 µM; EC50 in µM for titrated hits | actives 0.02% (n = 280,000); in the data active = activation above about 50%, passing the limit was not always enough; also: a part of the inactive calls stands beside numbers as strong as those of hits
# HIV fusion peptide: inhibitors of HIV fusion peptide binding, primary screen, biochemical, uHTS, fluorescence dequenching (AID 1986); cell-free peptide binding, fluorescence dequenching, 30 min; higher % means a stronger effect; inhibition, % at 20 µM, or IC50 in µM where a hit was titrated; actives 0.3% (n = 290,000); in the data active = inhibition mostly above about 52%, no sharp cut-off; inactive = mostly below about 76%; also: some results filed as inactive read as strong as hits
# West Nile virus CPE: West Nile virus antiviral activity, cell-based, CPE readout (AID 1621); West Nile virus-infected cells, CPE inhibition; higher % means a stronger effect; CPE inhibition, % at 10 µM; hits with a dose series show IC50 in µM; actives 0.02% (n = 290,000); in the data active = a potency from the dose series; also: strong numbers were not always called active
# KOR beta-arrestin-2: kappa opioid receptor blockers – cell-based, luminescence, uHTS (AID 1778) | KOR beta-arrestin recruitment, luminescence, antagonist mode; higher % means a stronger effect | inhibition, % at 10 µM; hits with a dose series show IC50 in µM | actives 0.091% (n = 290,000); also: strong numbers were not always called active
# NOD1 inhibition: inhibition of NOD1-driven NF-kB reporter – cell-based, luminescence, uHTS, primary screen (AID 1578); NOD1-driven NF-kB luciferase reporter cells, luminescence; higher % means a stronger effect; one-dose inhibition, % at 4 µM; EC50 in µM for titrated hits; actives 1% (n = 290,000); in the data active = inhibition mostly above about 36%, no sharp cut-off; inactive = mostly below about 34%;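 also: HEK-293T reporter cells stimulated with the NOD1 agonist gamma-tri-DAP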
# * hit, by the source's call; i = inactive; · = no result given; [ ] = remark or other dose. Rule as the data show it, unless noted: active = inhibition above about 50%; inactive = the rest. These rows are one share of the data; the hit share may differ from the screen's.
nr	molecule	AID2073	NOD2 inhibition	Yfh1-depleted yeast	Dengue-2 NS5 capping	KOR beta-arrestin-1	HIV fusion peptide	West Nile virus CPE	KOR beta-arrestin-2	NOD1 inhibition
1	COc1ccc(NC(=O)CCn2c(=O)c3cccn3c3ccccc32)cc1	-2.4%	18.1%	·	-7.1%	6.2%	0.6%	0.7%	-35.7%	-3.0%
2	Cc1nnc2sc(-c3ccc(N(C)C)cc3)nn2c1=O	16.8%	-53.8%	·	-2.3%	-4.0%	-1.3%	1.0%	24.5%	-10.6%
3	O=c1c(N2CCOCC2)nsn1Cc1ccccc1	-4.0%	-3.7%	·	0.0%	14.2%	0.0%	·	36.0%	16.9%
4	O=C1/C(=C/c2ccc(F)cc2)SC(=S)N1NS(=O)(=O)c1ccccc1	1.6%	-10.8%	·	36.7µM*	1.2%	20.2%	0.0%	-36.6%	-3.4%
5	COCCNC(=O)COc1cccc(Oc2ccccc2)c1	7.2%	5.3%	i	2.8%	-3.9%	-0.4%	0.0%	27.0%	3.2%
6	COc1ccc(-c2cc(C(F)F)n3ncc(C(=O)N4CCCc5ccccc54)c3n2)cc1	31.6%	4.0%	i	-1.8%	18.6%	0.2%	0.5%	-278.0%[20 µM]	-41.9%
7	CC(C(=O)N1CCN(Cc2ccc3c(c2)OCO3)CC1)c1ccc([N+](=O)[O-])cc1 (configuration not stated)	-3.7%	-18.0%	i	-8.2%	-4.3%	-2.4%	-0.4%	-30.7%	28.4%
8	C=CCn1c(Cn2nnc3ccccc32)nnc1SCC(=O)N/N=C/c1cc(Br)cc(OC)c1O	-12.9%	21.9%	i	-4.7%	-8.9%	-0.3%	0.4%	12.6%	0.5%
9	CCOC(=O)C1CCCN(S(=O)(=O)c2cccc3nsnc23)C1 (configuration not stated)	-3.9%	-4.6%	·	-8.1%	1.0%	-1.8%	0.2%	-27.3%	-16.3%
10	O=C(c1cccs1)N1CCCC(c2nc3c(nnn3Cc3cccc(Cl)c3)c(=O)[nH]2)C1 (configuration not stated)	13.8%	19.2%	·	-5.8%	-4.1%	-0.1%	-1.0%	4.2%	2.4%
11	O=C(N/N=C/c1ccccc1[N+](=O)[O-])c1ccncc1	0.9%	3.3%	·	-3.2%	5.3%	0.2%	0.7%	17.7%	0.0%
12	CCc1ccc(OCCCCCn2ccnc2)cc1	0.3%	13.9%	·	-6.9%	0.7%	1.4%	-2.7%	-8.3%[20 µM]	-5.8%
13	O=C(O)CCC(NC(=O)C(Cc1ccc2c(c1)OCO2)NC(=O)c1ccccc1)C(=O)O (configuration not stated)	4.3%	-7.3%	i	·	1.9%	2.1%	-0.7%	-14.6%	-7.3%
14	O=C(/C=C/Nc1ccc(F)cc1F)c1cccs1	1.1%	-131.3%	i	-1.4%	0.6%	-2.8%	-0.7%	-5.7%	8.6%
15	Cc1cc(SCc2ccc(F)cc2)nc(=O)[nH]1	6.5%	-3.6%	·	-20.9%	0.2%	0.4%	-0.7%	-49.2%	-25.3%
16	O=C(CSc1nnc(-c2ccncc2)n1Cc1ccccc1)NC1CCCc2ccccc21 (configuration not stated)	3.3%	24.6%	i	-5.1%	-2.7%	-0.9%	-1.8%	11.4%	14.1%
17	Cc1cc(C)nc(SCCn2c(N3CC(C)OC(C)C3)nc3c2c(=O)n(C)c(=O)n3C)n1 (configuration not stated)	19.1%	4.1%	i	-8.8%	2.3%	1.9%	-0.2%	-11.8%	-21.2%
18	COC(=O)c1nn(C23CC4CC(CC(C4)C2)C3)c2c1C(=O)N(c1ccc(Br)cc1)C2=O	22.4%	12.5%	i	2.1%	4.1%	3.4%	-0.2%	-26.0%	-12.6%
19	CCOC(=O)C1=C(C)NC2=C(C(=O)CC(C)(C)C2)C1c1ccc(O)c(OCC)c1 (configuration not stated)	-10.1%	-1.9%	i	-7.9%	-1.4%	-2.6%	0.1%	0.0%	1.9%
20	Cc1ccc(C)c(N=Cc2cc3c(cc2[N+](=O)[O-])OCO3)c1	58.9%	6.6%	i	60.1%	-2.0%	30.1%	-0.1%	8.9%	-19.2%
21	COc1cccc(OCCNC(=O)c2ccccc2Sc2ccccc2C#N)c1	-1.5%	8.8%	i	-5.8%	-8.5%	-1.7%	-0.7%	21.9%	-43.7%
22	Cc1cc(C)cc(N2CCCn3c2nc2c3c(=O)[nH]c(=O)n2C)c1	14.2%	22.9%	·	-7.3%	-8.1%	-1.8%	-1.0%	13.6%	-0.8%
23	NC(=O)NCc1ccc(F)cc1	0.0%	9.1%	i	-3.7%	-2.2%	-0.4%	0.5%	8.0%	-13.4%
24	CC(C)Cc1oc(C(=O)O)cc1CN	-4.2%	3.5%	i	-6.9%	-3.5%	0.4%	-0.4%	-45.0%	8.6%
25	O=C(NC1CCCC1)C(c1cccnc1)N(C(=O)c1csnn1)c1ccccc1 (configuration not stated)	-10.4%	-1.2%	·	-1.7%	4.7%	0.9%	0.9%	-26.0%	-16.0%
26	COc1ccc(O)c(CN2CCN(C/C=C/c3ccccc3)CC2)c1	-5.8%	-11.5%	i	-9.6%	14.4%	-1.7%	-0.2%	11.6%	-1.3%
27	C/C(=N/NS(=O)(=O)c1cc(C)ccc1C)c1ccncc1	-52.1%	12.6%	·	-5.8%	4.1%	-1.5%	-0.2%	-7.3%	-12.4%
28	COc1ccc(CCNC(=O)CC2Nc3cc(C)c(C)cc3NC2=O)cc1OC (configuration not stated)	10.6%	-8.4%	i	-15.4%	-2.9%	-0.7%	-0.2%	-38.6%	18.6%
29	COc1nc(N=C(N)N)nc2c(C)cccc12	23.4%	-6.0%	·	-1.3%	4.0%	-0.7%	·	-43.5%	4.8%
30	COc1ccc(-c2c[n+](CC(=O)OC3CC(C)CCC3C(C)C)c3n2CCC3)cc1 (configuration not stated)	32.9%	18.7%	i	-8.6%	-3.4%	-1.4%	0.1%	-15.9%[20 µM]	29.4%
31	NNC(=O)CNC(c1ccccc1)c1cc(Br)ccc1NC(=O)CCN1CCOCC1 (configuration not stated)	-4.9%	14.5%	i	-8.9%	-1.8%	-4.5%	0.0%	8.8%	·
32	COc1cccc(C2CC(c3ccc(C(C)C)cc3)n3nc(N)nc3N2)c1 (configuration not stated)	-3.2%	-2.4%	i	-3.6%	6.4%	-4.2%	0.3%	13.7%	-20.0%
33	CCc1ccc2oc(=O)cc(CN3CCCCC3C)c2c1 (configuration not stated)	-1.4%	-29.4%	i	-1.9%	4.3%	-1.4%	-0.2%	32.2%	0.6%
34	Cc1nc2scc(C)n2c(=O)c1S(=O)(=O)Nc1ccc(N2CCOCC2)c(Cl)c1	11.3%	51.2%*	·	0.9%	-0.8%	-0.5%	-0.5%	-23.4%	26.8%
35	CSc1nnc(Cn2c(=O)sc3ccccc32)n1-c1ccccc1	-11.5%	-9.2%	i	2.9%	-1.8%	-0.6%	-0.5%	-9.0%	-6.6%
36	C[C@@]12CC(=O)NC1N(C(=O)c1cccc(C(F)(F)F)c1)C(c1ccccc1OC(=O)c1cccc(C(F)(F)F)c1)C2 (some centres not stated)	2.9%	-4.6%	i	-9.7%	-3.0%	-2.0%	-0.6%	-7.2%	-11.9%
37	O=C(NCc1ccccc1Cl)c1ccc(CS(=O)Cc2ccc(Cl)cc2)o1 (configuration not stated)	3.9%	18.2%	·	-13.2%	-3.8%	1.9%	-0.6%	-19.5%	1.1%
38	O=C(c1cc2cc(Br)ccc2o1)N1CCN(c2ccccc2)CC1	5.5%	-27.0%	·	-4.0%	-2.1%	-0.3%	-0.6%	1.4%	-56.2%
39	Cc1ccc(OCC(=O)N2CCN(c3ccc([N+](=O)[O-])c(N4CCOCC4)c3)CC2)cc1	-3.9%	15.4%	i	-5.4%	0.6%	-2.6%	-0.6%	8.9%	·
40	Cc1cc(C)nc(NCCC(=O)O)n1	2.3%	3.5%	i	-5.1%	-5.2%	-0.7%	0.6%	1.7%	-13.8%
41	Clc1ccccc1-c1nnc2n1-c1ccccc1SC2	5.6%	-11.7%	i	4.6%	3.4%	-1.6%	-0.2%	9.1%	-7.9%
42	COc1ccc(-c2nc3ccccc3n2CCC(C)C)cc1OC	7.0%	-7.0%	i	-9.0%	-10.0%	-3.3%	0.6%	29.7%	-24.7%
43	CC(C)n1nc(C(=O)Oc2cc(Cl)ccc2Cl)c2ccccc2c1=O	4.6%	9.6%	i	-4.5%	0.7%	-0.6%	0.0%	-6.4%	36.6%
44	CCOC(=O)C1(CCCc2ccccc2)CCN(C(=O)c2ocnc2C)CC1	6.7%	3.6%	i	-1.5%	0.2%	-2.4%	-1.6%	-18.0%	-16.6%
45	COc1ccc(C(C)NC(=S)NCc2ccc(F)cc2)cc1OC (configuration not stated)	-0.5%	6.0%	·	-0.6%	-0.7%	1.1%	-0.6%	40.0%	-22.7%
46	CN(C(=O)CN1C(=O)S/C(=C\c2ccc(F)cc2)C1=O)C1CCS(=O)(=O)C1 (configuration not stated)	-4.1%	-5.2%	·	-3.0%	4.9%	0.8%	-0.1%	-26.4%	7.9%
47	COc1ccc(NC(=O)c2ccc(=O)oc2)cc1	-13.0%	-1.3%	·	-3.4%	10.4%	-0.3%	·	-8.4%	-7.3%
48	Cc1ccc(N2C(=O)N(CC(=O)Nc3ccccc3C)C(=O)C2C)cc1 (configuration not stated)	7.2%	3.6%	·	8.5%	-0.4%	0.9%	-0.7%	-6.0%	-37.8%
49	CN(C)c1nc(OCCNC(=O)Nc2ccccc2)nc(N(C)C)n1	-10.7%	12.3%	i	-0.7%	4.3%	-1.9%	-0.2%	5.7%	-20.3%
50	N#Cc1nc(Cc2cccc3ccccc23)oc1NCCN1CCCCC1	-1.7%	14.6%	i	-3.2%	2.9%	-1.2%	0.2%	-58.1%	0.3%
51	Cc1ccccc1-c1nn(-c2ccc(F)cc2F)cc1CNCCCO	1.2%	8.7%	i	-5.2%	·	-0.7%	-1.0%	-13.5%[20 µM]	-32.0%
52	Cc1ccc(N/N=C/c2ccc3c(c2)OCCO3)cc1Cl	-5.9%	-65.9%	i	-5.9%	-1.1%	2.7%	0.6%	-33.4%	-25.6%
53	CCSc1nnc(NC(=O)c2cccs2)s1	27.8%	-21.3%	i	0.0%	-2.9%	1.1%	·	8.3%	-45.6%
54	COc1ccc(CNc2nc(NC(C)=O)nn2-c2ccccc2)cc1	9.0%	4.0%	·	-12.0%	1.3%	1.1%	-1.1%	13.6%	-15.0%
55	CC(C)c1nc(SCC(=O)N2CCCC2)c2ccccc2n1	10.3%	-7.0%	i	52.8%	-7.1%	-0.8%	2.4%	39.5%	5.7%
56	CCOC(=O)C1(Cc2cccc(Cl)c2)CCCN(C(=O)CCNC(C)=O)C1 (configuration not stated)	1.2%	16.0%	·	·	-5.9%	-1.1%	-1.2%	15.8%[20 µM]	-22.2%
57	CCCOC(=O)c1ccc(NC(=O)C2C3CCC(C3)C2C(=O)O)cc1 (configuration not stated)	6.7%	13.5%	i	-2.2%	2.8%	-3.1%	-0.1%	-23.5%	-25.4%
58	CC(/C=C/c1ccco1)=N\NC(=O)c1cccc(Cl)c1	9.0%	25.0%	i	-7.8%	-0.2%	13.2%	0.4%	-4.8%	-16.7%
